# H9c2 TAG inh: triacylglycerol accumulation inhibition; inhibition, % at 12.5 µM; AID 651582; 230,000 compounds, 0.66% hits; H9c2 cells, Nile Red lipid (TAG) fluorescence; cells loaded with 200 µM oleic acid;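 active = pattern-corrected inhibition of lipid staining of at least 50% with the nuclear-stain viability signal not falling by more than 50%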;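 also: 0% = DMSO wells and 100% = triacsin C control wells; some results filed as inactive read as strong as hits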
# H9c2 TAG inh DAPI viability: recorded beside H9c2 TAG inh, whose call it bears; DAPI nuclei signal change (viability), lower = more cytotoxic, %;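 whole-well DAPI fluorescence read on a plate reader as a viability signal; minus 50 percent equals half of cells still viable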
# The depositor's hits bear a star. The list is partial; the hit share may differ from the screen's.
1: C=CCNC(=O)c1onc(CSc2ccccc2C)c1C(=O)O
2: COc1cccc(/C=C2\SC(=S)N(CCCC(=O)N3CCOCC3)C2=O)c1
3: CC1CCCCN1C(=O)Nc1cccc(C(F)(F)F)c1 (stereo unspecified)
4: CCCCNC(=S)NNC(=O)c1nn(C)c(C)c1Cl
5: CCCCC(CCC(=O)Nc1ccc(C(=O)OC)cc1)C(=O)O (stereo unspecified)
6: Cc1cccc(N2C(N)=NC(N)=NC23CCCCC3)c1
7: O=C(O)c1ccc(N2C(=O)C3ON(c4ccccc4)C(c4ccccc4F)C3C2=O)cc1 (stereo unspecified)
8: CCN(CC)CC(=O)NN(Cc1ccccc1)c1ccccc1
9: CCCCOC(=O)n1c(=O)oc2ccccc21
10: COc1ccc(C)cc1S(=O)(=O)Nc1ccc2c(c1)N(C(C)=O)CCC2
entry no. | 1 | 2 | 3 | 4 | 5 | 6 | 7 | 8 | 9 | 10
H9c2 TAG inh | -4.1 | -0.1 | -11.5 | 1.3 | -8.1 | 15.8 | 8.2 | -15.8 | -0.9 | -19.7
H9c2 TAG inh DAPI viability | -1.0 | 0.2 | 0.2 | 18.1 | 3.7 | -35.6 | -10.7 | 19.7 | -3.9 | 2.5

11: CO/N=C/C(=N\Nc1ccccc1)C(=O)c1ccccc1
12: C/C(=N\NC(=O)c1ccccc1N)c1ccc(NC(=O)Cc2ccccc2)cc1
13: CC(C)(C)c1ccc(CSc2ccc(S(=O)(=O)N3CCOCC3)cn2)cc1
14: CCOc1ccccc1Nc1nc(N)nc(CSc2nccc(C)n2)n1
15: c1ccc2c(c1)-c1cccc3cncc-2c13
16: C[C@H]1CNC(=O)c2c(C(=O)N[C@@H](Cc3c[nH]c4ccccc34)C(=O)OC(C)(C)C)ncn21
17: COc1ccc(NC(=O)C2=C(C)NC(=O)NC2c2ccccc2[N+](=O)[O-])cc1 (stereo unspecified)
18: Cc1nc2ccc(S(=O)(=O)NC(C(=O)N3CCC(C)CC3)C(C)C)cc2s1 (stereo unspecified)
19: CCOC(=O)Cn1c(=O)oc2cc(S(=O)(=O)NCC3CCCO3)ccc21 (stereo unspecified)
20: O=C(c1ccc(S(=O)(=O)Nc2ccccc2F)cc1)N1CCCCCC1
entry no. | 11 | 12 | 13 | 14 | 15 | 16 | 17 | 18 | 19 | 20
H9c2 TAG inh | 5.4 | 2.7 | -30.8 | -19.1 | -28.7 | 6.3 | 8.7 | -11.4 | -14.3 | 8.8
H9c2 TAG inh DAPI viability | -10.7 | 2.3 | 5.4 | -2.5 | 10.0 | -1.5 | 2.6 | -1.7 | 1.8 | -6.2

21: O=C(Nc1cccc([N+](=O)[O-])c1)N1CCN(c2ccccc2)CC1
22: COc1cccc(-c2nc3ccc(C(=O)N4CCCC(O)C4)cc3o2)c1 (stereo unspecified)
23: CCOC(=O)CNC(=O)CSc1nnc(-c2ccc(OC)cc2)n1CC
24: COC(=O)CCCCCCCCC(O)CN(C)C (stereo unspecified)
25: Cc1ccc(-n2c3c(cc(C(=O)N4CCN(C)CC4)c2=O)C(=O)CC(C)(C)C3)cc1
26: Cc1cc(N)n(-c2ccccc2C)n1
27: Cc1csc2c(N3CCN(C(=O)c4ccc(C(C)(C)C)cc4)CC3)ncnc12
28: O=C(NNC(=S)NCc1ccccc1)c1cccc([N+](=O)[O-])c1
29: Clc1ccc(-c2nn3cnnc3s2)c(Cl)c1
30: Nc1nc(-c2ccccc2)ns1
entry no. | 21 | 22 | 23 | 24 | 25 | 26 | 27 | 28 | 29 | 30
H9c2 TAG inh | -9.8 | 0.0 | -23.1 | 13.6 | -16.1 | -6.0 | -5.9 | 6.5 | 8.5 | -6.9
H9c2 TAG inh DAPI viability | 7.1 | 2.6 | 8.4 | 1.3 | 5.2 | -2.9 | -5.6 | 2.5 | -2.7 | 9.7

31: CCN(CC)CCCN(Cc1cc2cc3c(cc2[nH]c1=O)OCO3)C(=S)NCc1ccco1
32: COCC(C)n1c(COc2ccccc2F)nnc1SCC(=O)Nc1oc(C)c2c(C)n[nH]c(=O)c12 (stereo unspecified)
33: COC(=O)Nc1nnc(COc2ccccc2)s1
34: COC(=O)Cn1c(N)[n+](Cc2ccccc2)c2ccccc21
35: CCCN1C(=O)c2ccc(C(=O)NC3CCCCC3)cc2C1=O
36: C=CCn1c(SCC(=O)Nc2cc(Cl)ccc2C(=O)O)nc2sc(C)c(C)c2c1=O
37: O=c1ncn(-c2ccc(F)cc2)c2ncccc12
38: CCN1CCN(c2ccc(NC(=O)CC3OC(=O)c4ccccc43)cc2C)CC1 (stereo unspecified)
39: O=C(Cc1n[nH]c(=O)c2ccccc12)OCc1c(Cl)cccc1Cl
40: CCOC(=O)N1CCC(NC(=O)Cn2ncc3c2-c2cc(C)ccc2OC3)CC1
entry no. | 31 | 32 | 33 | 34 | 35 | 36 | 37 | 38 | 39 | 40
H9c2 TAG inh | -12.5 | -0.9 | 3.6 | 6.5 | 19.1 | -8.4 | -5.1 | 12.7 | 2.5 | -17.4
H9c2 TAG inh DAPI viability | 39.8 | 8.1 | -2.4 | -2.9 | 4.0 | -5.0 | 0.0 | -0.3 | 1.6 | 4.7

# Profiles, quoted from the list. Order of values: H9c2 TAG inh, H9c2 TAG inh DAPI viability
# CCCN1C(=O)c2ccc(C(=O)NC3CCCCC3)cc2C1=O as listed: 19.1, 4.0
# COC(=O)Cn1c(N)[n+](Cc2ccccc2)c2ccccc21 as listed: 6.5, -2.9
# CCN1CCN(c2ccc(NC(=O)CC3OC(=O)c4ccccc43)cc2C)CC1 (stereo unspecified) as listed: 12.7, -0.3
# O=C(Cc1n[nH]c(=O)c2ccccc12)OCc1c(Cl)cccc1Cl as listed: 2.5, 1.6

# Next section
41: CCCCCCCC/C=C\CCCCCCCC(=O)NCCc1ccc(O)c(O)c1
42: CN(Cc1nccn1C)C(=O)CC1C(=O)NCCN1Cc1ccc(F)cc1Cl (stereo unspecified)
43: COc1ccc(CCNS(=O)(=O)c2ccc(OC)c(OC)c2)cc1OC
44: CC1CCN(S(=O)(=O)N2CCC(C(=O)NC(C)c3ccccc3)CC2)CC1 (stereo unspecified)
45: COc1cc(NC(=O)C2CCCN(S(=O)(=O)c3ccc4c(c3)oc(=O)n4C)C2)cc(OC)c1 (stereo unspecified)
46: O=C(NCC1CCCN1S(=O)(=O)c1ccccc1)c1cccc(Cl)c1 (stereo unspecified)
47: CCn1c(C)cc(/C=C2\NC(=O)N(Cc3ccccc3)C2=O)c1C
48: CC1CN=C(NS(=O)(=O)c2ccccc2)N1 (stereo unspecified)
49: CCOC(=O)[C@H]1[C@H]2COc3ccc(OC)cc3[C@H]2N2C(=O)CNC(=O)[C@@]12C
50: CCOc1ccc(NC(=S)N(CCc2ccncc2)C(C)C)cc1
entry no. | 41 | 42 | 43 | 44 | 45 | 46 | 47 | 48 | 49 | 50
H9c2 TAG inh | 130.2 | 2.4 | -4.2 | -3.0 | -2.4 | -21.8 | 13.0 | -8.4 | 3.2 | -5.9
H9c2 TAG inh DAPI viability | -88.0 | 5.2 | 0.4 | -1.5 | -1.0 | 5.9 | 14.5 | 3.2 | -2.7 | 2.2

51: COC(=O)C(NC(C)=O)(Nc1ccc(C)cn1)C(F)(F)F (stereo unspecified)
52: COc1ccc(C(=O)c2cnc3cc4c(cc3c2C)OCO4)cc1
53: COC(=O)[C@]1(C)N[C@H](CN(C)S(=O)(=O)c2ccc(C(F)(F)F)cc2)[C@@H]2C(=O)N(C)C(=O)[C@@H]21
54: CN1CCc2c(sc(/N=C/c3cccs3)c2C(N)=O)C1
55: CCCn1c(N)c(C(=O)CSc2nc3ncc(Cl)cc3[nH]2)c(=O)[nH]c1=O
56: CCCCCCNC(=O)c1ncn[nH]1
57: Cc1nc(Oc2ccccc2)c2ccsc2n1
58: COc1ccc(F)cc1C1=CC(=O)C[C@H](c2ccc3c(c2)OCO3)C1
59: CC(C)CC(NC(=O)c1ccc(Cl)cc1)C(=O)OCC(=O)c1ccc2c(c1)NC(=O)CO2 (stereo unspecified)
60: CC(Sc1nc2scc(-c3ccccc3)c2c(=O)[nH]1)C(=O)NC(N)=O (stereo unspecified)
entry no. | 51 | 52 | 53 | 54 | 55 | 56 | 57 | 58 | 59 | 60
H9c2 TAG inh | 1.4 | -216.4 | 3.6 | 11.3 | -0.7 | 4.9 | -8.7 | 3.7 | -19.1 | 8.0
H9c2 TAG inh DAPI viability | 3.8 | -5.3 | 8.1 | -5.6 | 5.6 | -12.6 | 4.0 | -10.4 | 10.4 | 2.7

61: CC1(C)Cc2cccc(Oc3cc(NN4CCCCC4)c([N+](=O)[O-])cc3[N+](=O)[O-])c2O1
62: CN(CC(=O)Nc1cccc(F)c1)C(=O)c1ccc(C2SCCS2)cc1
63: Cc1cc(NC(=O)C(=O)c2c(C)[nH]c3ccccc23)no1
64: CSCCC(NC(=O)COc1ccccc1)C(=O)N(C)CC(=O)Nc1c(C)cccc1C (stereo unspecified)
65: O=C(CC12CC3CC(CC(Br)(C3)C1)C2)OCCN1CCCCC1
66: O=C1CC(c2ccco2)CC2=C1C(c1ccccc1)n1nc(C(F)(F)F)nc1N2 (stereo unspecified)
67: O=C(CSc1nccc2ccccc12)N1CCN(Cc2ccc3c(c2)OCO3)CC1
68: COc1ccccc1CNC(=O)CCSCc1cccc(Cl)c1
69: COC(=O)C(Cc1ccccc1)NC(=O)CSc1nc(C)cc(=O)[nH]1 (stereo unspecified)
70: CC1(C(=O)NS(=O)(=O)C2CC2)CCCN(C(=O)C2(c3ccc(Cl)cc3)CCCC2)C1 (stereo unspecified)
entry no. | 61 | 62 | 63 | 64 | 65 | 66 | 67 | 68 | 69 | 70
H9c2 TAG inh | 11.6 | -2.0 | 20.4 | 10.6 | 1.0 | 26.2 | -4.1 | -35.1 | 7.1 | -11.7
H9c2 TAG inh DAPI viability | -1.8 | 5.5 | -4.9 | -9.2 | 3.0 | -9.4 | -0.5 | 6.1 | -0.7 | -2.2

71: Cc1cccc(-c2nnc(-c3ccc4ccccc4c3)o2)c1
72: CC(C)c1cccc(-c2csc(C(C)(O)c3ccncc3)n2)c1 (stereo unspecified)
73: Cc1sc2ccccc2c1CNC[C@H]1O[C@@H](n2cnc3c(N)ncnc32)[C@H](O)[C@@H]1O
74: CC(=O)/C=C1/C(=O)Nc2ccccc21
75: CC(=O)OC1CCC2C3CCC4OC(=O)CCC4C3CCC12C (stereo unspecified)
76: CN(CC(=O)Nc1ccc(F)c(F)c1F)C(=O)Cc1ccc2c(c1)OCCO2
77: O=C(COC(=O)COc1ccccc1)Nc1ncc(Cl)cc1Cl
78: CCCC1=[N+](CC(=O)c2ccccc2)CCn2c(C)ccc21
79: C[C@@H]1CN(C(=O)c2cc(COc3cccc(C(F)(F)F)c3)on2)C[C@H](C)O1
80: O=C(COC(=O)c1ccccc1OC(F)F)Nc1ccc2[nH]c(=O)[nH]c2c1
entry no. | 71 | 72 | 73 | 74 | 75 | 76 | 77 | 78 | 79 | 80
H9c2 TAG inh | 0.5 | -46.7 | -13.8 | 4.0 | 4.0 | 6.4 | -3.8 | -20.2 | 19.5 | 8.5
H9c2 TAG inh DAPI viability | 2.0 | 10.5 | 8.7 | -1.2 | 2.6 | -5.5 | -5.1 | 12.0 | -11.4 | -12.4

81: Cn1c(=O)c2[nH]c(N3CCN(c4cccc(O)c4)CC3)nc2n(C)c1=O
82: CN(Cc1ccco1)C(=O)Cn1c(=O)oc2cc(S(=O)(=O)NCc3ccccc3)ccc21
83: O=C(CSc1ccc(-c2cccc([N+](=O)[O-])c2)nn1)NCc1ccccc1
84: Nc1ccc(N=Nc2ccccc2)c(N)n1
85: Cc1ccc(OCCC(=O)OCC(=O)Nc2cc(C)cc(C)c2)cc1
86: CC(=O)N1CCN(C(=O)CCc2nc3sc4c(c3c(=O)[nH]2)CCCC4)CC1
87: COC(=O)c1c(C)[nH]c(C(=O)OCc2csc(CC(=O)Nc3ccccc3C)n2)c1C
88: CSC1=NCCN1C(=O)c1ccc2ccccc2c1
89: COc1ccc(/C=N/NC(=O)CNC(=O)c2cccs2)cc1
90: N#Cc1ccc(S(=O)(=O)NCC(=O)OCC(=O)NCCc2ccccc2)cc1
entry no. | 81 | 82 | 83 | 84 | 85 | 86 | 87 | 88 | 89 | 90
H9c2 TAG inh | 7.1 | -0.2 | 5.2 | 3.5 | -4.0 | -7.2 | 7.6 | 10.5 | 5.8 | 4.0
H9c2 TAG inh DAPI viability | 9.0 | 3.1 | -10.0 | -1.3 | 1.2 | 13.2 | 9.5 | -5.8 | 2.8 | 5.4

# Quoted from the listing:
# CSC1=NCCN1C(=O)c1ccc2ccccc2c1 in H9c2 TAG inh reads 10.5
# Cc1ccc(OCCC(=O)OCC(=O)Nc2cc(C)cc(C)c2)cc1 in H9c2 TAG inh reads -4.0
# CC(=O)N1CCN(C(=O)CCc2nc3sc4c(c3c(=O)[nH]2)CCCC4)CC1 in H9c2 TAG inh DAPI viability reads 13.2
# COc1ccc(/C=N/NC(=O)CNC(=O)c2cccs2)cc1 in H9c2 TAG inh DAPI viability reads 2.8

# Additional entries.
91: O=C(NC1CCCCCCC1)c1ccc2c(c1)OCO2
92: CCOc1ccc(CN(C)C(=O)c2ccc3c(c2)NC(=O)C(C)S3)cc1OC (stereo unspecified)
93: COc1cc(C=NNc2ccccc2[N+](=O)[O-])cc(OC)c1OC
94: Cc1nn(CCC#N)c2nc(-c3ccccc3)cc(C(F)(F)F)c12
95: Cc1ccc(CN2CC34C=CC(O3)C(C(=O)NCc3ccc5c(c3)OCO5)C4C2=O)cc1 (stereo unspecified)
96: O=C(CSC(=S)N1CCCCC1)c1c(F)cccc1F
97: Cc1cc2ccccc2cc(C)c1=O
98: O=C(NCc1ccc2c(c1)OCO2)c1cc(-c2ccc(Cl)cc2Cl)on1
entry no. | 91 | 92 | 93 | 94 | 95 | 96 | 97 | 98
H9c2 TAG inh | -18.7 | -9.5 | 6.8 | 2.2 | 3.2 | -1.4 | 12.7 | -8.0
H9c2 TAG inh DAPI viability | 6.2 | 0.4 | -1.7 | 4.9 | 14.4 | 4.4 | -13.7 | 6.4

# Part of the list above, with each value named:
[96] O=C(CSC(=S)N1CCCCC1)c1c(F)cccc1F
  H9c2 TAG inh: -1.4	H9c2 TAG inh DAPI viability: 4.4

[97] Cc1cc2ccccc2cc(C)c1=O
  H9c2 TAG inh: 12.7	H9c2 TAG inh DAPI viability: -13.7

# Bioassay records as filed in PubChem BioAssay.
